Source: PubChem BioAssay
CCT modulator: High-Throughput Screening for Modulators of Cytosolic Chaperonin Activity; activity change, % (test concentration not listed), hits read low; purified chaperonin ATPase assay, HTRF ADP detection, 30 min; 360,000 compounds, 0.3% hits; AID 651819, 2012; in the data active means activity change below about -30%; further: on the % scale 0 is the no-effect control and ±100 the full control effect
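ATPase activity: ADP formed was measured by HTRF Transcreener (665/615 nm ratio) after 30 min at 37 deg C with 10 uM ATP. Compounds screened at one 76 uM concentration against 40 or 20 nM TRiC in Tris pH 7.4/KCl/MgCl2/DTT buffer.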
MmCpn inh: Inhibitors of TCP-1 ring complex (TRiC) of Methanococcus maripaludis (MmCpn): qHTS | Chaperonin Mm-Cpn (Methanococcus maripaludis) | purified Mm-Cpn ATPase, ADP Transcreener TR-FRET | Potency, µM (top dose mostly 76.9 µM), for inactives: top-dose activity, negative = inhibition, hits mostly inhibitors | 330,000 compounds, 0.031% hits; further: potency means the concentration at half of the fitted maximal effect; on the % scale 0 is the no-effect control and ±100 the full control effect; nearly all actives have a fitted effect of over 80% in size
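Inhibition of chaperonin ATP hydrolysis is measured as reduced ADP production, detected by competitive TR-FRET in which signal falls with ADP. Final enzyme 25 nM and ATP 10 uM, reacted 30 min at 37°C.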
pAkt inh: HTS Assay for Inhibitors of Akt Phophorylation: Primary Screen; Neuro2A IGF-stimulated pAkt S473 HTRF, 20 min; hits give low values; activity change, % for hits at 50 µM; 360,000 compounds, 0.32% hits; in the data active means activity change below about -80%; inconclusive means mostly about -51% to -80%; further: on the % scale 0 is the no-effect control and ±100 the full control effect
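Single-point screen (50 µM final compound) in Neuro2A cells stimulated 20 min with 6 nM IGF at 37 deg C. After lysis, Ser473-phosphorylated Akt read by HTRF (ex 330 nm, em 615/665 nm) as the 665/615 ratio.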
HepG2 tox: qHTS for Inhibitors of TGF-b: Cytotox Counterscreen; HepG2 CAGA-GFP viability, ATP luminescence, 18 h; Potency, µM (series often up to 46.1 µM), without a hit: top-dose activity change, negative = cytotoxicity, usual class: cytotoxic; 410,000 compounds, 0.76% hits; AID 588856, 2011; further: potency means the concentration at half of the fitted maximal effect; some results filed as inactive show a strong effect at the top dose
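CellTiter-Glo luminescence gave cytotoxicity after 18 hours at 37 degrees C. The cells were HepG2 CAGA-GFP in 1% FBS DMEM, stimulated with 500 pg/mL TGF-beta after compound addition. %Activity was normalised to no-cell wells (complete cell-killing) and DMSO (no toxicity), and curves were fitted and classified.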
Nrf2 activator: qHTS of Nrf2 Activators; AREc32 ARE-luciferase reporter (MCF7-derived line), luminescence, 24 h; Potency, µM (highest dose often 46.1 µM), inactives show top-dose activation, usual class: activators; 410,000 compounds, 0.31% hits; further: potency means the concentration at half of the fitted maximal effect; % of control where 0% means no effect; nearly all actives have a fitted effect of over 65% in size
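ARE activation measured as luciferase luminescence (Steady-Glo, 30 min RT) in AREc32_Fluc cells after 24 hr compound exposure at 37 deg C, 5% CO2; cells seeded overnight at 1000/well in OPTI-MEM, 5% FBS.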
A549 tox: Nrf2 qHTS screen for inhibitors: counterscreen for cytotoxicity. 390,000 compounds, 0.16% hits. A549 ARE-Fluc cells, CellTiter-Fluor viability, 18-24 h. Potency, µM (highest dose often 46 µM), inactives show at the top dose activity change, negative = cytotoxicity, usual class: inhibitors; further: potency means the concentration at half of the fitted maximal effect; on the % scale 0 is the no-effect control and ±100 the full control effect
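A549 ARE_Fluc cells in 5% FBS OPTI-MEM were exposed to compounds in concentration-response for 18-24 h at 37 deg C. Viability was read by CellTiter-Fluor fluorescence (Ex 405/Em 525) after 30 min, before the luciferase read.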
Abeta rescue: qHTS for compounds that reverse cellular toxicity of Amyloid beta (A-beta) peptide in yeast: Primary Screen; yeast expressing A-beta42, growth rescue, OD600, 48 h; response scale: 0% DMSO, 100% iron-clioquinol control; Potency, µM (top dose mostly 46.1 µM), inactives show at the highest dose growth rescue, hits mostly activators; 410,000 compounds, 0.063% hits; AID 1347071, 2019; further: potency means the concentration at half of the fitted maximal effect; nearly all actives have a fitted effect of over 55% in size
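Yeast A-beta toxicity model in growth medium with pinned compounds, 48 h at 30 C; growth read as absorbance at 600 nm. Normalized to FeCl3/clioquinol equimolar mix (positive) and DMSO (negative).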
TGFb inhibitor: qHTS for Inhibitors of TGF-b | AID 588855, 2011 | HepG2 CAGA-GFP TGF-b/SMAD3 reporter, GFP fluorescence, 18 h; TGF-beta stimulated, 500 pg/mL final | Potency, µM (highest dose often 46.1 µM), without a hit: at the top dose activity, negative = inhibition, actives largely listed as inhibitors | 410,000 compounds, 1.2% hits; further: potency means the concentration at half of the fitted maximal effect; on the % scale 0 is the no-effect control and ±100 the full control effect; nearly all actives have a fitted effect of over 65% in size
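Per well, imaged GFP fluorescence of HEPG2 CAGA-GFP cells gives the signal; cells get compound, then TGF-beta (500 pg/mL final), 18 h at 37 degrees C; %Activity versus -TGF-beta and +DMSO controls.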
Nrf2 inh: Nrf2 qHTS screen for inhibitors; A549 ARE-Fluc reporter, luciferase luminescence, 18-24 h; Potency, µM (series often up to 46 µM), without a hit: at the highest dose activity change, negative = inhibition, most hits filed as inhibitors; 360,000 compounds, 2.1% hits; further: potency means the concentration at half of the fitted maximal effect; on the % scale 0 is the no-effect control and ±100 the full control effect; nearly all actives have a fitted effect of over 60% in size
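A549 ARE_Fluc cells (5000/well, 5% FBS OPTI-MEM) pre-incubated 2 h, then treated with compounds 18-24 h at 37C/5% CO2 in concentration-response. CellTiter-Fluor viability read first; BugLite luciferase luminescence after 15 min at room temperature gives Nrf2 activity.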
* marks the source's active call; other numbers are inactive results; i = inactive; ? = inconclusive; . = no result given; [ ] = another dose, or the depositor's remark. Unless noted, the call rests on the fitted dose curve; in most records, active means well fitted curve in the direction sought with a large enough effect; inconclusive means small, poorly fitted or top-dose-only effect, or another doubt; inactive means no such curve, though single readings can be large; an effect the other way counts as inactive or inconclusive.

SMILES | CCT modulator | MmCpn inh | pAkt inh | HepG2 tox | Nrf2 activator | A549 tox | Abeta rescue | TGFb inhibitor | Nrf2 inh
COc1ccc(NCc2nnc(SCC(=O)Nc3ccc(OC)cc3)n2C)cc1 | 1.3 | -3% | i | -2% | 0.5% | -1% | 0% | -2% | 17%
CC(C)(C)NC(=O)[C@]1(C)CCC[C@@]2(C)C3CC[C@@]4(C)C[C@]3(CCC21)CC4=O (some centres undefined) | -1.3 | -2% | i | -24% | 0.1% | 1% | 9% | -4% | -23%
Cc1cc(C)cc(NC(=O)Cn2c(=O)c3ccccc3n3nncc23)c1 | . | . | . | -12% | -1.2% | -2% | -1% | ? | -9%
COc1ccc(NC(=S)N(CCCN2CCOCC2)Cc2cn(C)c3ccccc23)cc1 | 0.7 | -1% | i | -15% | 1.6% | -9% | 4% | -5% | -4%
COc1cc(/C=C2/CCC/C(=C\c3cc(O)c(OC)c(Cl)c3)C2=O)cc(Cl)c1O | -0.8 | -1% | i | 13µM* | ? | ? | -3% | ? | ?
c1ccc2sc(-n3cc(C4CCCCC4)nn3)nc2c1 | -1.7 | . | i | . | 0.1% | . | -2% | . | .
CCC(=O)c1ccc(OC(=O)Cc2ccc(OC)cc2)cc1 | -2.5 | 0% | i | 0% | -0.8% | 0% | 15% | -3% | 1%
Fc1ccccc1-c1nc(-c2ccc(Br)o2)no1 | 1.9 | 0% | i | -34% | 15% | -16% | -24% | -30% | ?
CSc1ncc(Cl)c(C(=O)Nc2ccc(S(=O)(=O)N3CCOCC3)cc2)n1 | 1.4 | 0% | i | -20% | 0.1% | 1% | 15% | -45% | -16%
O=C(CCc1nc2ccccc2s1)Nc1ccccc1 | -2.2 | -2% | i | -11% | 0.4% | 7% | -7% | ? | ?
CN(Cc1ccc(Cl)cc1Cl)C(=O)c1cccc(S(=O)(=O)N2CCN(c3ccccc3)CC2)c1 | 0.2 | -1% | i | 0% | 0.6% | -16% | ? | ? | ?
COc1ccc2[nH]c3c(=O)n(CCCCC(=O)N4CCC(C(N)=O)CC4)c(=S)[nH]c3c2c1 | 0.4 | -4% | i | 0% | 0.1% | -1% | 6% | ? | 9%
O=C(CCn1cnnn1)N1CCCC(Nc2ccc(F)c(F)c2)C1 (centres undefined) | 0.6 | 1% | i | 7% | -0.3% | 10% | 0% | -2% | 17%
O=C(N/N=C/c1ccc2c(c1)OCO2)c1sc2cccc(Cl)c2c1Cl | -1.6 | -1% | i | -21% | 3.5% | 0% | 6% | 1% | -1%
Cc1ccc(S(=O)(=O)N2CCN(C(=O)CCC(=O)NCCc3ccc(F)cc3)CC2)cc1 | -3.0 | -5% | i | 12% | 0.0% | -8% | -5% | ? | -5%
CCC(=O)N1CCc2cc(OC)c(OC)cc2C1COc1ccc(F)cc1 (centres undefined) | -1.0 | 3% | i | -21% | 3.3% | 1% | -6% | -13% | -23%
O=C(Nc1cccc(-n2cccn2)c1)C1CCCN(Cc2cc3ccccc3[nH]2)C1 (centres undefined) | -1.8 | -3% | i | -39% | 15% | -10% | 18% | ? | 28%
Cn1cnnc1SCC(=O)N1N=C2/C(=C/c3ccco3)CCCC2C1c1ccco1 (centres undefined) | 1.2 | 2% | i | 3% | 26% | -8% | -11% | 1% | 6%
Clc1ncnc2[nH]ccc12 | -2.1 | . | i | 8% | 0.4% | 2% | -2% | 15% | -17%
COc1ccc([C@H]2CN(CCc3ccccc3)C(=O)[C@@H]2CC(=O)Nc2ccccc2)cc1 | -43* | . | i | -27% | 5.4% | . | 6% | 0% | .

Another view of part of the listing above.
COc1ccc([C@H]2CN(CCc3ccccc3)C(=O)[C@@H]2CC(=O)Nc2ccccc2)cc1
  CCT modulator: -43*
  MmCpn inh: .
  pAkt inh: i
  HepG2 tox: -27%
  Nrf2 activator: 5.4%
  A549 tox: .
  Abeta rescue: 6%
  TGFb inhibitor: 0%
  Nrf2 inh: .
Cn1cnnc1SCC(=O)N1N=C2/C(=C/c3ccco3)CCCC2C1c1ccco1 (centres undefined)
  CCT modulator: 1.2
  MmCpn inh: 2%
  pAkt inh: i
  HepG2 tox: 3%
  Nrf2 activator: 26%
  A549 tox: -8%
  Abeta rescue: -11%
  TGFb inhibitor: 1%
  Nrf2 inh: 6%
Clc1ncnc2[nH]ccc12
  CCT modulator: -2.1
  MmCpn inh: .
  pAkt inh: i
  HepG2 tox: 8%
  Nrf2 activator: 0.4%
  A549 tox: 2%
  Abeta rescue: -2%
  TGFb inhibitor: 15%
  Nrf2 inh: -17%
CCC(=O)N1CCc2cc(OC)c(OC)cc2C1COc1ccc(F)cc1 (centres undefined)
  CCT modulator: -1.0
  MmCpn inh: 3%
  pAkt inh: i
  HepG2 tox: -21%
  Nrf2 activator: 3.3%
  A549 tox: 1%
  Abeta rescue: -6%
  TGFb inhibitor: -13%
  Nrf2 inh: -23%

(cont.)
SMILES | CCT modulator | MmCpn inh | pAkt inh | HepG2 tox | Nrf2 activator | A549 tox | Abeta rescue | TGFb inhibitor | Nrf2 inh
CCc1ccc(S(=O)(=O)c2nnn3c2nc(NCc2cccs2)c2sccc23)cc1 | . | . | . | -43% | -0.1% | -2% | -11% | 0% | -3%
CCCS(=O)(=O)NC(=O)C1(C)CCCN(C(=O)c2cc(C)n(C(C)(C)C)n2)C1 (centres undefined) | 0.4 | . | i | 14% | 0.1% | . | 3% | 34% | .
CC(=O)Oc1ccccc1N(C(C)=O)S(=O)(=O)c1ccc(C)cc1 | -12 | 3% | i | -1% | -0.2% | 2% | 17% | -5% | -5%
Cc1cc(C)c2c(N)c(C(=O)Nc3ncc(C)s3)sc2n1 | -1.7 | -8% | -94%* | -53% | -1.4% | 10% | 16% | 0% | ?
C/C(CC(=O)Nc1ccc2c(c1)OCCO2)=N\NC(=O)C(=O)Nc1ccccc1C | -4.2 | 2% | i | -5% | 0.5% | 7% | -8% | 7% | 17%
O=C(COc1cccnc1[N+](=O)[O-])Nc1ccccc1Sc1ccccc1 | 0.6 | 0% | i | -3% | 2.2% | 6% | 6% | 19% | 2%
N#Cc1ccc(C(=O)OCCCc2cc3ccccc3c(=O)o2)cc1 | 0.9 | 0% | i | 2% | 0.1% | -1% | -4% | ? | 0%
COCCN(CC(=O)Nc1ccc(F)cc1)S(=O)(=O)c1ccc(S(=O)(=O)N2CCCC2)cc1 | -0.5 | 1% | i | -19% | 0.4% | 0% | 2% | 5% | -12%
CCOC(=O)c1ccc(NC(=O)CC2C(=O)N(c3ccccc3)C(=O)N2C2CCCCC2)cc1 (centres undefined) | . | . | . | -5% | 4.3% | 0% | -15% | -8% | -4%
CCc1ccc(Cc2cnc(NC(=O)C3=NCCN3)s2)cc1 | -0.7 | -2% | i | 1% | 2.9% | -5% | -15% | 0% | 25%
Cc1ccccc1CSCC(=O)c1c(N)n(CC(C)C)c(=O)n(C)c1=O | 0.0 | -1% | i | -4% | 0.9% | -2% | -6% | 3% | .
COc1cccc2c(=O)n(CC(=O)N3CCCCC3)ccc12 | -3.2 | -1% | i | -2% | -0.9% | -6% | -5% | 4% | 0%
CC1=C(C(=O)N2CCOCC2)CC(CC(=O)NCCc2ccccn2)C(=O)N1CCCN1CCCC1=O (centres undefined) | -0.5 | . | i | . | -0.8% | . | -7% | . | .
Cc1ccc(C(=O)OCC(=O)N2C(C)CCCC2C)cc1S(=O)(=O)N1CCOCC1 (centres undefined) | 1.1 | -1% | i | -15% | 0.0% | 12% | -1% | -8% | ?
COc1ccc(Br)cc1CNC(=O)CCSCc1ccc(C)cc1 | . | . | . | -31% | 3.4% | 15% | 16% | ? | .
CC(C)OC(=O)c1cccc(C(=O)OCc2ccco2)n1 | 0.1 | -1% | i | 7.1µM* | 18% | -8% | 5% | -13% | 0%
Cc1cc(NN)nc(NS(=O)(=O)c2ccccc2Cl)n1 | 0.6 | 0% | i | 9% | -1.1% | -1% | 5% | 3% | -22%
COc1ccc(/C=C2\SC(=N)N(c3nccs3)C2=O)cc1OC | 0.4 | 3% | i | -10% | ? | -24% | 13% | -25% | ?
COc1ccc(N=Nc2nc3ccc(Br)cc3n2C)cc1 | 1.8 | 0% | -106%* | -30% | 3.4% | -10% | -1% | 57%[activator] | ?
Cc1onc(-c2ccccc2)c1C(=O)OCC(=O)N(CC(C)C)c1c(N)n(Cc2ccccc2)c(=O)[nH]c1=O | 0.4 | -4% | i | -8% | 0.1% | -18% | -3% | ? | -36%
CCOC(=O)c1sc2ncn(/N=C/c3ccc(O)cc3)c(=O)c2c1C | -2.0 | -2% | i | -17% | 3.3% | -7% | -6% | -8% | ?
COC(=O)c1ccc(/C=N/NC(=O)c2ccccc2Cl)cc1 | -0.9 | 2% | i | -32% | 2.5% | 14% | ? | -17% | 5%
Cn1cnnc1Sc1ccc(C(F)(F)F)cc1[N+](=O)[O-] | -4.4 | -3% | i | 0% | 6.8% | 2% | -1% | 4% | -1%
Cn1c(=O)c2c(SCc3ccccn3)nc(CC(C)(C)C)nc2n(C)c1=O | 1.9 | 0% | i | -14% | -0.5% | -6% | -21% | 8% | -10%
O=S(=O)(c1ccccc1)N(Cc1ccccc1)c1ccccn1 | -1.2 | 1% | i | -1% | -0.8% | -1% | -13% | -3% | 1%
